Screening data from PubChem BioAssay.
DAGLB inh: diacylglycerol lipase beta (human) inhibition. Q8NCG7. HEK293T DAGLB membrane lysate, EnzChek fluorogenic substrate. inhibition, % at 5.17 µM. actives 0.059% (n = 340,000). AID 504411; in the data active = inhibition above about 34%;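 note: 0% = enzyme with vehicle and 100% = wells lacking enzyme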
Target sequence (Q8NCG7 whole entry, looked up): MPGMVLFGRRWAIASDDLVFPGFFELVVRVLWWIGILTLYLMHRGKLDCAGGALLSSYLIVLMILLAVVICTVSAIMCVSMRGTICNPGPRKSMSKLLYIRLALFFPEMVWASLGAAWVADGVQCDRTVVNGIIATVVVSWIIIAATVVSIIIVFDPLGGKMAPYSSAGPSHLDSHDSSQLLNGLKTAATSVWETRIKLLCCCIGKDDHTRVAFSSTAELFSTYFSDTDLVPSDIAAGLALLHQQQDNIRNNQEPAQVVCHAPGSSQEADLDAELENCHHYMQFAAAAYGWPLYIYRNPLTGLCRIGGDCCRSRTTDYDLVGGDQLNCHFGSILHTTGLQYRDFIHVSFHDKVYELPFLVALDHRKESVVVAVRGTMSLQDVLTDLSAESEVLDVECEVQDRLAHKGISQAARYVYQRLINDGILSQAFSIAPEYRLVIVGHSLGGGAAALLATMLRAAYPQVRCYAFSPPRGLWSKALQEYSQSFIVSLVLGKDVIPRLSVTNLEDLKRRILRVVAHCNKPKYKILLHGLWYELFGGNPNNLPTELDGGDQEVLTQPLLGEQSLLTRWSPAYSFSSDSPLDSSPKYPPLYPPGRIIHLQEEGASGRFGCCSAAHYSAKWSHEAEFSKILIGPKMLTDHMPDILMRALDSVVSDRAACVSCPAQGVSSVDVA
PKA-R2B activ: activators of human PKA-R2B complex | P22694+P31323 | PKA-R2B holoenzyme dissociation, Cy5-IP20 fluorescence polarization; R2B truncated from residue 108, S112A mutant; 0% DMSO only, 100% 113 µM cGMP | activation, % at 11.4 µM | actives 0.079% (n = 340,000) | AID 504700;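 active = activation above a cutoff set at the mean over all compounds plus 3 SD, cut at about 18% in these data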;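 note: higher means more holoenzyme dissociation and a rise in polarization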
Target sequence (P31323 whole entry, looked up, other chains not shown, the tested form may be a part): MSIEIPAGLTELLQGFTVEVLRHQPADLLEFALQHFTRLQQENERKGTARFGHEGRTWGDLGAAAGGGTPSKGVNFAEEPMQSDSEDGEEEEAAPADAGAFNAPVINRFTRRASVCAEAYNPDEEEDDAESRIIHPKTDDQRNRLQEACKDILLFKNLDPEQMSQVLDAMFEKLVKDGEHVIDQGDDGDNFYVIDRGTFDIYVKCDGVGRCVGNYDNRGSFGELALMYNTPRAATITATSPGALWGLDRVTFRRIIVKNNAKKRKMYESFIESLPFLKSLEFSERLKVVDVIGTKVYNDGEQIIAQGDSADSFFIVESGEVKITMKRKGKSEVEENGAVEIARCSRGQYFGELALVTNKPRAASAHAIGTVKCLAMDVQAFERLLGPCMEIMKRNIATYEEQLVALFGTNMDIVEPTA
Active calls of the source: *. This is a subset; rates above refer to the full screens.

Order of values: DAGLB inh | PKA-R2B activ
- COc1ccc([C@H]2C[C@@H](O)[C@H](n3cc(C4CC4)nn3)CN2CC2CCCCC2)cc1
  -1 | 0
- C[C@H]1CN([C@@H](C)CO)C(=O)CCCn2nncc2CO[C@@H]1CN(C)C(=O)Nc1cccc2ccccc12
  2 | 1
- COc1ccc(-c2[nH]nc3nc(N4CCN(C(=O)c5ccoc5)CC4)cc(C(F)(F)F)c23)cc1
  -2 | -3
- Cc1ccc(S(=O)(=O)N2C[C@H]3n4c(=O)ccc(=O)n4C[C@H](OC(=O)Nc4cccs4)[C@@]3(O)C2)cc1
  3 | -9
- Cc1noc(C)c1NC(=O)N(C)C[C@@H]1Oc2ncc(Br)cc2C(=O)N([C@H](C)CO)C[C@@H]1C
  -2 | 1
- O=C(OCc1cn([C@H]2C[C@H](c3ccccc3)N(CC3CCCCC3)C[C@@H]2O)nn1)c1ccccc1
  -9 | -7
- COc1ccc(OC(=O)N(C)C[C@H]2OCc3cn(nn3)CCCC(=O)N([C@H](C)CO)C[C@@H]2C)cc1
  0 | -6
- C[C@@H]1CN([C@@H](C)CO)C(=O)CCCn2nncc2CO[C@H]1CN(C)C(=O)Nc1cccc2ccccc12
  -3 | -2
- O=C1NC(Cc2ccc(O)cc2)c2nc3cc(Cl)ccc3c(=O)n2-c2ncccc21 (stereo not drawn)
  1 | -2
- Nc1ccn([C@@H]2O[C@H](CNCc3cccc4c3sc3ccccc34)[C@@H](O)[C@H]2O)c(=O)n1
  5 | 11
- O[C@H]1CN(Cc2cccs2)[C@@H](c2ccccc2)C[C@@H]1n1cc(C2CC2)nn1
  7 | -7
- CCCCCC(=O)N1C[C@@H](O)[C@H](n2cc(-c3ccc(F)cc3)nn2)C[C@@H]1c1ccc(OC)cc1
  -6 | 1
- C[C@@H]1CN([C@@H](C)CO)C(=O)CCCn2nncc2CO[C@@H]1CN(C)S(=O)(=O)c1ccc2c(c1)OCCCO2
  -3 | -4
- CCCCCCN1C[C@@H](n2cc(-c3ccc(F)cc3)nn2)[C@H](O)C[C@@H]1c1ccccc1
  -4 | 6
- C[C@@H]1CN([C@@H](C)CO)C(=O)c2cc(NS(C)(=O)=O)ccc2O[C@@H](C)CCCCO[C@H]1CN(C)Cc1ccc2c(c1)OCO2
  1 | 4
- C[C@H](CO)N1C[C@H](C)[C@H](CN(C)S(=O)(=O)c2ccccc2C#N)OCc2cnnn2CCCC1=O
  -1 | 0
- C[C@@H]1CN([C@@H](C)CO)C(=O)CCCn2nncc2CO[C@@H]1CN(C)S(C)(=O)=O
  -2 | 0
- COCC#Cc1ccc2c(c1)O[C@@H](CN(C)C(=O)Nc1ccc(OC)cc1)[C@H](C)CN([C@H](C)CO)S2(=O)=O
  1 | 0
- CCN(CC)C(=O)C1=C(C)N(CCCOC)C(=O)C(CC(=O)NCc2ccco2)C1 (stereo not drawn)
  -2 | -4
- C[C@H](CO)N1C[C@H](C)[C@@H](CN(C)S(=O)(=O)c2ccc3c(c2)OCCCO3)OCc2cnnn2CCCC1=O
  1 | 4
- CC1=C(C(=O)N(C)C)CC(CC(=O)NC2CCCC2)C(=O)N1CCC1=CCCCC1 (stereo not drawn)
  -1 | -6
- COc1ccccc1-c1cnc2c(c1)C(=O)N([C@@H](C)CO)C[C@@H](C)[C@@H](CN(C)C(C)=O)O2
  0 | -10
- COc1ccc(S(=O)(=O)N(C)C[C@H]2Oc3ncc(Br)cc3C(=O)N([C@@H](C)CO)C[C@@H]2C)cc1
  -3 | 7
- Cc1ccc(Cc2c(-c3ccc(C#N)cc3)nc3ccc(Br)cn23)cc1
  -5 | 0
- O=c1cc(-c2ccccc2)oc2ccc3ccccc3c12
  -23 | -4
- C[C@H]1CN([C@@H](C)CO)S(=O)(=O)c2ccc(Br)cc2O[C@H]1CN(C)C(=O)CCN1CCCCC1
  2 | 3
- C[C@@H]1CN([C@H](C)CO)C(=O)c2cc(Br)cnc2O[C@H]1CN(C)Cc1cccnc1
  1 | -6
- COc1cccc(S(=O)(=O)N(C)C[C@H]2OCc3cn(nn3)CCCC(=O)N([C@H](C)CO)C[C@@H]2C)c1
  0 | -9
- Cc1ccc(-c2ccc(CN3C(C)C(=O)N(Cc4cn(Cc5ccco5)nn4)CCS3(=O)=O)cc2)cc1 (stereo not drawn)
  -2 | 3
- O[C@@H]1CN(Cc2cccs2)[C@@H](c2ccc(Cl)cc2)C[C@H]1n1cc(C2CC2)nn1
  -1 | 15
- C[C@@H]1CN([C@@H](C)CO)C(=O)c2cc(Br)cnc2O[C@H]1CN(C)C(=O)c1ccncc1
  1 | -3
- COc1ccccc1CN(C)C[C@@H]1OCc2cnnn2CCCC(=O)N([C@@H](C)CO)C[C@H]1C
  -4 | 5
- Cc1cn([C@H]2C[C@H](O)[C@@H](CNCc3ccc4ncccc4c3)O2)c(=O)[nH]c1=O
  -1 | -8
- C[C@H](O)[C@@H]1CN2CCc3c([nH]c4ccccc34)[C@@H]2C[C@@H]1N(C)C(=O)Nc1ccc(F)cc1
  -4 | -4
- C[C@@H]1CN([C@H](C)CO)C(=O)CCCn2cc(nn2)CO[C@H]1CN(C)S(C)(=O)=O
  1 | 5
- CC1C(=O)N(Cc2cn(CCC3OCCO3)nn2)CCS(=O)(=O)N1Cc1ccc(-c2ccc(F)cc2)cc1 (stereo not drawn)
  3 | -13
- C[C@H](CO)N1C[C@H](C)[C@@H](CN(C)Cc2ccc(Oc3ccccc3)cc2)Oc2cc(Br)ccc2S1(=O)=O
  -8 | 2
- Cc1noc(C)c1NC(=O)N(C)C[C@@H]1Oc2cc(Br)ccc2S(=O)(=O)N([C@H](C)CO)C[C@@H]1C
  3 | -2
- CNC[C@@H]1Oc2cc(Br)ccc2S(=O)(=O)N([C@@H](C)CO)C[C@@H]1C
  -2 | -4
- COc1ccc(-c2ccc(CN3C(CC(C)C)C(=O)N(Cc4cn(CC5CCCCC5)nn4)CCS3(=O)=O)cc2)cc1 (stereo not drawn)
  -7 | -1
- CC(=O)N1CC2(CC(c3ccccc3C(F)(F)F)=NO2)CN1c1ccc(Cl)cc1 (stereo not drawn)
  -3 | -13
- O=S1(=O)N[C@@H](Cc2ccccc2)COc2ccc(Cl)cc21
  -7 | -2
- C[C@H](CO)N1C[C@H](C)[C@@H](CN(C)Cc2ccc(-c3ccccc3)cc2)OCc2cnnn2CCCC1=O
  1 | -2
- CC1=C(C(=O)N(C)C)CC(CC(=O)NCc2ccco2)C(=O)N1CCC1=CCCCC1 (stereo not drawn)
  -2 | 5
- CCC[C@H]1CN(Cc2ccccc2)C(=O)[C@@H]1CC(=O)NC
  0 | -7
- CS(=O)(=O)Nc1ccc2c(c1)[C@H]1C[C@H](CC(=O)NCc3cccc(F)c3)O[C@@H](CO)[C@H]1O2
  0 | 2
- C[C@@H]1CN([C@H](C)CO)S(=O)(=O)c2ccc(Br)cc2O[C@H]1CN(C)C(=O)C1CCCCC1
  -1 | -11
- CNC(=O)C[C@H]1C(=O)N(Cc2ccccc2)C[C@@H]1C
  1 | 4
- C[C@@H]1CN([C@@H](C)CO)C(=O)CCCn2nncc2CO[C@H]1CN(C)S(=O)(=O)c1ccc(F)cc1
  8 | 9
- CCN(CC)C(=O)C1=C(C)N(Cc2ccc(F)cc2)C(=O)C(CC(=O)NC2CCCCC2)C1 (stereo not drawn)
  2 | 4
- COc1ccc([C@H]2C[C@H](n3cc(COC(=O)c4ccccc4)nn3)[C@@H](O)CN2CC2CCCCC2)cc1
  -2 | -8
- Cc1cc(C(=O)OC(C)C(=O)NC2CCCCC2C)c2ccccc2n1 (stereo not drawn)
  -1 | -3
- CCN(CC)C(=O)C1=C(C)N(Cc2ccc(F)cc2)C(=O)C(CC(=O)NC2CCCC2)C1 (stereo not drawn)
  1 | 3
- CCCC#Cc1ccc2c(c1)O[C@@H](CN(C)Cc1ccc3c(c1)OCO3)[C@H](C)CN([C@@H](C)CO)S2(=O)=O
  -4 | -13
- O=C(OCc1cn([C@@H]2C[C@H](c3ccc(Cl)cc3)N(CC3CCCCC3)C[C@H]2O)nn1)c1ccccc1
  -1 | -11
- O=C1NC(Cc2ccc(O)cc2)c2nc3ccc(Cl)cc3c(=O)n2-c2cc3ccccc3cc21 (stereo not drawn)
  4 | 2
- COCCNC(=O)C[C@H]1C[C@H]2c3cc(NS(=O)(=O)c4ccc(F)cc4)ccc3O[C@H]2[C@H](CO)O1
  0 | -9
- CC1C(=O)N(Cc2cn(CC3CCCCC3)nn2)CCS(=O)(=O)N1Cc1ccc(-c2ccncc2)cc1 (stereo not drawn)
  1 | -7
- COc1ccc(NC(=O)N(C)C[C@@H]2OCc3cnnn3CCCC(=O)N([C@H](C)CO)C[C@H]2C)cc1
  -1 | 3
- C[C@H](CO)N1C[C@H](C)[C@@H](CN(C)C(=O)c2cccnc2)Oc2ncc(Br)cc2C1=O
  -5 | 3

The results go on:
Order of values: DAGLB inh | PKA-R2B activ
- CSc1ncnc2c1ncn2CCCNCc1ccccc1
  0 | -3
- CCC[C@H]1CN(c2ccccc2)C(=O)[C@@H]1CC(=O)NC
  -5 | 14
- C[C@H]1CN([C@@H](C)CO)C(=O)c2cc(Br)cnc2O[C@H]1CN(C)C(=O)c1cnccn1
  0 | 5
- Cc1ccccc1S(=O)(=O)N(C)C[C@H]1OCc2cnnn2CCCC(=O)N([C@H](C)CO)C[C@H]1C
  0 | -4
- CCC(C)C(CO)NCCCn1cnc2c(OC)ncnc21 (stereo not drawn)
  0 | 7
- C[C@@H]1CN([C@@H](C)CO)C(=O)c2cc(Br)cnc2O[C@@H]1CN(C)S(C)(=O)=O
  0 | 0
- CCCCN1C(=O)C(CC(=O)NCC2CCCCC2)CC(C(=O)N(C)C)=C1C (stereo not drawn)
  3 | 9
- C#CCN(C[C@@H]1[C@@H](OC(=O)Nc2cccs2)[C@@H](OC(=O)Nc2cccs2)Cn2c(=O)ccc(=O)n21)S(=O)(=O)c1ccc(C)cc1
  18 | -12
- C[C@@H]1CN([C@H](C)CO)C(=O)CCCn2nncc2CO[C@@H]1CN(C)C(=O)C1CCCCC1
  2 | -4
- CC1=C(C(=O)N2CCOCC2)CC(CC(=O)NCCCCc2ccccc2)C(=O)N1CCC1=CCCCC1 (stereo not drawn)
  1 | -3
- CCN(CC)C(=O)C1=C(C)N(Cc2ccc(C(C)(C)C)cc2)C(=O)C(CC(=O)NC2CC2)C1 (stereo not drawn)
  2 | 9
- C[C@H](NC(=O)c1ncn2c1c(=O)[nH]c1ccccc12)c1ccccc1
  0 | -8
- N#Cc1ccc2sn(-c3ccccc3)c(=O)c2c1
  5 | -3
- CCCc1c(C(=O)N/N=C(\C)c2cccnc2)nnn1-c1nonc1N
  -1 | 6
- COc1ccc(NC(=O)C[C@H]2C(=O)N(C3CCCCC3)C[C@@H]2c2ccccc2)cc1
  0 | -1
- CC1=C(C(=O)N(C)C)CC(CC(=O)NC2CCCCC2)C(=O)N1CCCN1CCCC1=O (stereo not drawn)
  1 | -6
- COCC(=O)N(C)C[C@@H]1Oc2ncc(Br)cc2C(=O)N([C@@H](C)CO)C[C@H]1C
  -2 | -5
- COc1ccc([C@H]2CN(c3ccccc3)C(=O)[C@@H]2CC(=O)Nc2ccccc2)cc1
  -2 | -3
- CCCCCC(=O)N1C[C@@H](n2cc(COC(=O)c3ccccc3)nn2)[C@H](O)C[C@@H]1c1ccc(OC)cc1
  1 | -13
- Cc1cccc(NC(=O)c2nc[nH]c2C(=O)Nc2ccccc2F)c1
  -10 | 0

Not a retest: 4 of the compounds above.
Order of values: DAGLB inh | PKA-R2B activ
- CSc1ncnc2c1ncn2CCCNCc1ccccc1
  0 | -3
- CCC[C@H]1CN(c2ccccc2)C(=O)[C@@H]1CC(=O)NC
  -5 | 14
- C[C@H]1CN([C@@H](C)CO)C(=O)c2cc(Br)cnc2O[C@H]1CN(C)C(=O)c1cnccn1
  0 | 5
- Cc1ccccc1S(=O)(=O)N(C)C[C@H]1OCc2cnnn2CCCC(=O)N([C@H](C)CO)C[C@H]1C
  0 | -4

The list goes on:
Order of values: DAGLB inh | PKA-R2B activ
- COC(=O)N(C)C[C@@H]1OCc2ccccc2-c2c(n(C)c3ccccc23)C(=O)N([C@H](C)CO)C[C@@H]1C
  7 | -6
- CCCCN1C[C@H](CSC)[C@@H](CC(=O)NC)C1=O
  -1 | 2
- CCn1cc(/C=C(\NC(=O)c2ccccc2OC)C(=O)N2CCOCC2)c2ccccc21
  2 | -2
- Clc1cc(Cl)cc(Nc2ccccc2CN(C/C=C/c2ccc3c(c2)OCO3)Cc2ccccc2)c1
  -19 | 7
- Cc1ccn2c(Cc3ccccc3)c(-c3ccccc3)nc2c1
  -2 | 5
- CCOc1ccc(NC(=O)CSc2nc3cc(C(=O)NCC4CCCO4)ccc3c(=O)n2CC2CCCO2)cc1 (stereo not drawn)
  -1 | -6
- C[C@@H]1CNC(=O)c2c(C(=O)Nc3ccc(CNC(=O)OC(C)(C)C)cc3)ncn21
  0 | 13
- CC(=O)N1CCN(c2cc(-c3ccccc3)nc3cc(-c4cccc(Cl)c4)nn23)CC1
  -2 | 6
- Cc1cn([C@H]2C[C@H](O)[C@@H](CNCc3ccc(Oc4cc(-n5cccn5)ncn4)cc3)O2)c(=O)[nH]c1=O
  -2 | 3
- Cc1ccc([C@@H]2C[C@H]3[C@@H](CN2S(=O)(=O)c2ccc(Cl)cc2)C(=O)C[C@@H](c2cccc(Cl)c2)N3S(=O)(=O)c2ccc(C)cc2)cc1
  -23 | -4

Fetched by structure from the entries so far, five records:
Order of values: DAGLB inh | PKA-R2B activ
- Cc1cn([C@H]2C[C@H](O)[C@@H](CNCc3ccc(Oc4cc(-n5cccn5)ncn4)cc3)O2)c(=O)[nH]c1=O
  -2 | 3
- CCn1cc(/C=C(\NC(=O)c2ccccc2OC)C(=O)N2CCOCC2)c2ccccc21
  2 | -2
- CCOc1ccc(NC(=O)CSc2nc3cc(C(=O)NCC4CCCO4)ccc3c(=O)n2CC2CCCO2)cc1 (stereo not drawn)
  -1 | -6
- Clc1cc(Cl)cc(Nc2ccccc2CN(C/C=C/c2ccc3c(c2)OCO3)Cc2ccccc2)c1
  -19 | 7
- CC(=O)N1CCN(c2cc(-c3ccccc3)nc3cc(-c4cccc(Cl)c4)nn23)CC1
  -2 | 6
